High-throughput results from PubChem BioAssay.
Runt-SMMHC FRET: Runt domain-CBFb-SMMHC interaction inhibition; AID 1434; Cerulean-Runt/Venus-CBFb-SMMHC FRET ratio 530/480, 1 h; Q01196+Q13951; inhibition, % at 20 µM; 220,000 compounds, 0.74% hits;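 active = mean inhibition across duplicate retests at 20 µM reaching about 50%, limit read from the data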;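 note: 0% = DMSO wells and 100% = wells with excess untagged CBFb-SMMHC; inhibitors lower the FRET ratio by blocking Runt binding to CBFb-SMMHC; some results filed as inactive read as strong as hits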
TNF necrop inh: TNF-alpha cell death inhibition in Jurkat FADD-/- cells. Jurkat FADD-/- TNF necroptosis rescue, ATP luminescence, 24 h; 0 = TNF only, 100 = no-TNF cells. activation (protection from cell death), % at 10 µM. 220,000 compounds, 0.068% hits. AID 463075;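 active = activation, meaning protection from cell death, of at least 50% relative to plate controls; inactive = activation below 50%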;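 note: necroptosis triggered by 40 ng/mL TNF-alpha added together with compound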
Hck-Nef inh: blocks Nef-activated human Hck kinase | Recombinant Hck-YEEI plus Nef, Z-Lyte FRET kinase assay | AID 463187 | 220,000 compounds, 0.68% hits | inhibition, % at 20 µM;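 active = Hck-Nef kinase inhibition above about 50%, limit read from the data; inactive = inhibition below that limit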;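 note: 0% = DMSO with Hck plus Nef and 100% = Hck alone without Nef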
Target sequence (P08631 whole entry, looked up): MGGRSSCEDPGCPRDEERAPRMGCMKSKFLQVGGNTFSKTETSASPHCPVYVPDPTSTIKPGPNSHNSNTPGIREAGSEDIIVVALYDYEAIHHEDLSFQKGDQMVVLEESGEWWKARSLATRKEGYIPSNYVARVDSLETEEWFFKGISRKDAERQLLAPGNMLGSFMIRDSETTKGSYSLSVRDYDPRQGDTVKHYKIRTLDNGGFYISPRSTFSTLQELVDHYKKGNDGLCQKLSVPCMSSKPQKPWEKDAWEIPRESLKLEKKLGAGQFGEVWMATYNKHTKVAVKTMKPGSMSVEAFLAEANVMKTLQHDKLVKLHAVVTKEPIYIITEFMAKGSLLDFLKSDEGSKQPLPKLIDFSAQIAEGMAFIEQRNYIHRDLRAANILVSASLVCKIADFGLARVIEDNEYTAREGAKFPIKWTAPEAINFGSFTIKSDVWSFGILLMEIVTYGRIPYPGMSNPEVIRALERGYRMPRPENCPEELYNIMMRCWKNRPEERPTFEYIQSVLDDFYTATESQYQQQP
PERK inh: blocks human PERK kinase; CHO PERK-DD fusion, SEAP luminescence translation reporter; 220,000 compounds, 0.17% hits; inhibition, % at 5.6 µM;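 active = inhibition above the mean inhibition of all tested compounds plus 3 SD, set separately per screening campaign, cut at about 2.9% in these data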;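 note: PERK kinase domain activated by AP20187 dimerizer at 100 nM; 0% = DMSO with dimerizer and 100% = rapamycin at 8.4 µM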
EP2 antag: blocks the human prostaglandin E2 receptor EP2 | P43116 | C6 glioma cells expressing human EP2, cAMP TR-FRET; cells stimulated with saturating PGE2 | inhibition, % at 25 µM | 260,000 compounds, 0.52% hits;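 active = percent inhibition above 40 after rounding to a whole number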;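 note: rat C6 glioma host cells with rolipram phosphodiesterase inhibitor present; the protocol text gives 20 µM as final concentration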
Target sequence (P43116 whole entry, looked up): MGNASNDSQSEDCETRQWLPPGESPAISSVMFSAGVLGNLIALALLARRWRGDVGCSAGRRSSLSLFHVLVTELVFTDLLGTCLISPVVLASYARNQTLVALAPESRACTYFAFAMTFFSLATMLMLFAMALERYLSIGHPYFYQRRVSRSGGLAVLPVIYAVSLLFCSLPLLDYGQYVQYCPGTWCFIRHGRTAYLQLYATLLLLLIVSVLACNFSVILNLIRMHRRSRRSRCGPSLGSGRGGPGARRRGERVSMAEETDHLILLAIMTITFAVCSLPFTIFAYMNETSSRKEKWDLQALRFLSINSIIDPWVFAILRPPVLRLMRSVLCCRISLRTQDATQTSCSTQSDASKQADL
Runt-CBFb FRET: blocks binding of human RUNX1 Runt domain to CBFb. inhibition, % at 20 µM. Cerulean-Runt/Venus-CBFb FRET ratio 530/480, 1 h. 220,000 compounds, 0.46% hits;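 active = inhibition over about 50% at 20 µM in the single-dose screen, limit read from the data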;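 note: 0% = DMSO wells and 100% = excess unlabeled CBFb competitor control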
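Measured by: fluorescence energy transfer, 422 nm excitation, 530/480 nm emission; Assay system: Cerulean-Runt domain; Medium: Tris pH 7.5 buffer with BSA; Measure: loss of energy transfer signal; Controls: 5 µM unlabeled CBFb as full-inhibition high control; Incubation: protein complex preformed 1 h, compound exposure 1 h, room temperature, dark.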
EP2 modulator: modulates human prostaglandin E2 receptor EP2 signaling; EP2-expressing cells, cAMP HTRF FRET, PGE2 co-stimulation; 260,000 compounds, 0.83% hits; P43116; induction, % at 25 µM; AID 940;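 active = compounds whose cAMP rise, as percent of the full-agonist control response, exceeds 60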;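 note: rat C6 glioma line stably carrying human EP2 under a CMV promoter; the protocol text gives 20 µM as final concentration; 100% = response of wells given 1 µM PGE2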
RBBP9 inh: inhibitors of human serine hydrolase RBBP9; O75884; recombinant RBBP9, FP-Rh probe fluorescence polarization; inhibition, % at 7.94 µM; 220,000 compounds, 0.2% hits; AID 1515;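 active = inhibition above the campaign mean of all tested compounds plus 3 SD, cut at about 14% in these data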;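 note: plate controls were DMSO wells with RBBP9 for no effect and wells lacking RBBP9 protein for full effect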
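Test system: recombinant human RBBP9; Timing: 30 min then 45 min, 25 °C; Detection: fluorescence polarization; Control set: RBBP9 with DMSO as uninhibited control, no-protein wells as full inhibition; Compound dosing: one concentration, 7.94 µM nominal, 0.794% DMSO; Probe or stimulus: FP-Rh activity-based probe, 375 nM before mixing.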
zVAD death inh: blocks zVAD induced death of L929 cells; 220,000 compounds, 0.38% hits; L929 zVAD necroptosis rescue, ATP luminescence, 24 h; with zVAD 60 µM; viability rescue, % at 10 µM; AID 1377;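 active = activation, scaled between plate controls, above about 75%, limit read from the data; inactive = activation under that limit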;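 note: 0% = zVAD with DMSO and 100% = DMSO alone without zVAD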
Active calls of the source: *; . = not tested or not shown; & = joins results of further samples. Not all compounds are listed. The share of hits here may be higher or lower than overall.

Value order: EP2 antag, zVAD death inh, Runt-CBFb FRET, EP2 modulator, Runt-SMMHC FRET, Hck-Nef inh, TNF necrop inh, PERK inh, RBBP9 inh
CCN(CC)C(=O)c1[nH]cnc1C(=O)N[C@@H](C)C(=O)OCc1ccccc1
    12, -0.8, 0, 16, -1, 40, -2.1, 1.6, -1
CCN(CC)C(=O)c1sc(NC(=O)c2ccco2)c(C#N)c1C
    12, 0.0, 3, 22, 10, 2, 0.2, -0.1, -9
O=[N+]([O-])c1ccc(N2CCN(S(=O)(=O)c3ccc(Cl)cc3)CC2)cc1NCc1cccnc1
    15, -0.5, -3, -5, -3, 1, -11, 1.7, -4
COc1cc(CCNc2ccc3nnc(-c4ccccc4)n3n2)cc(OC)c1OC
    14, ., -1, 0, 0, 4, -4.9, -0.6, -11
COc1ccccc1CNC(=O)CCNC(=O)Cn1cnc2ccccc2c1=O
    21, -0.2, -2, -1, 4, 0, 0.0, 0.1, -7
CCOC(=O)N1CCN(C(=O)c2ccccc2NC(=O)c2ccc(OC)cc2)CC1
    6, 9.2, 1, -2, 6, 6, -1.0, -0.1, 3
CC(=O)c1cccc(NC(=O)c2ccc(N(Cc3ccccc3C)S(C)(=O)=O)cc2)c1
    13, 0.8, -2, -53, -7, -9, -2.5, -1.0, -13
CCOC(=O)CC1=Nc2ccccc2NC(=O)C1
    14, 1.1, -1, -2, 0, 14, -2.4, 0.3, -1
Cc1ccc(-c2nnc(-c3cccc(Br)c3)o2)cc1
    14, 4.7, -2, 0, -3, 2, 0.2, 0.5, 5
Cc1ccccc1-n1c(Cn2c(=O)sc3ccccc32)nnc1SCC(N)=O
    7, -0.6, 2, 36, -7, -5, -0.7, -0.1, -9
CC(C)C(C)NC(=O)CN1C(=O)NC2(CCc3ccccc3C2)C1=O (stereo not given)
    4, 2.0, 0, -18, 2, 22, 0.5, 0.7, -3
CCC(Sc1nc2cc3c(cc2c(=O)n1Cc1ccco1)OCO3)C(=O)NCCOC (stereo not given)
    2, 0.0, 8, 29, -1, 2, -0.1, -0.6, -2
O=C(CCCCCNC(=O)c1ccccc1Cl)N/N=C/c1ccco1
    3, -0.2, -1, -30, 0, 18, -0.8, 0.4, -10
CC(CCc1ccccc1)NC(=O)C1CCN(c2nnc(-n3cccc3)s2)CC1 (stereo not given)
    5, 2.9, 0, 26, -5, -1, -0.2, -0.4, -4
CCCc1nn(C)c(C(=O)Nc2cccc(Cl)c2)c1Cl
    4, 0.9, -3, -73, 0, -4, 0.5, 0.1, -7

An excerpt from above, showing only Runt-SMMHC FRET.
mol | Runt-SMMHC FRET
CCN(CC)C(=O)c1[nH]cnc1C(=O)N[C@@H](C)C(=O)OCc1ccccc1 | -1
CCN(CC)C(=O)c1sc(NC(=O)c2ccco2)c(C#N)c1C | 10

The list goes on:
Value order: EP2 antag, zVAD death inh, Runt-CBFb FRET, EP2 modulator, Runt-SMMHC FRET, Hck-Nef inh, TNF necrop inh, PERK inh, RBBP9 inh
CC(C)NC(=O)CN(C)S(=O)(=O)c1ccc(F)cc1
    13, 0.6, -1, 3, 5, 1, -0.9, 1.5, -7
Cn1c(SCC(=O)Nc2ccccc2F)nnc1-c1cc2ccccc2o1
    9, 1.7, 4, 11, -4, -11, -0.3, -0.4, -12
Nc1cc(Cl)ccc1C(=O)OCC(=O)N1CCOCC1
    2, 0.3, 2, -19, -2, 4, -1.1, 0.1, -2
CC(=O)C1=C(C)NC(C)=C(C(C)=O)C1c1ccccc1
    3, -0.1, 0, 13, 111, 16, -1.5, 0.7, -2
Cc1coc(C)c1C(=O)CC1(O)C(=O)N(Cc2ccccc2)c2ccccc21 (stereo not given)
    8, 0.9, -1, 31, 5, 5, -1.6, -0.7, 5
COc1ccc(S(=O)(=O)N2CCN(S(=O)(=O)c3ccc4c(c3)OCCO4)CC2)cc1C
    ., -0.1, 3, 16, 4, 1, 3.2, -1.8, 9
N#Cc1c(NC(=O)c2cccc(S(=O)(=O)Nc3ccc(C(=O)O)cc3)c2)sc2c1CCCC2
    4, 0.3, 3, -24, -1, 2, -1.1, 2.2, 3
COc1ccc(-c2c(C(C)=O)c(C)nc3sc4c(=O)[nH]nnc4c23)cc1
    5, 0.6, -4, 8, 5, 3, 0.6, -0.1, 5
Cc1ccc(S(=O)OCC(=O)Nc2cc(Cl)ccc2N2CCOCC2)cc1 (stereo not given)
    8, -0.6, -2, -10, 2, 24, -0.9, 0.8, -3
Cc1ccc(C)c(Nc2nc3c(S(=O)(=O)c4ccccc4)nnn3c3ccccc23)c1
    10, -0.1, 1, 49, 2, 5, 1.4, 0.5, -3
O=C(/C=C/c1ccccc1)c1ccccc1O
    12, 1.8, -2, -7, 3, 2, -1.5, 1.5, -1
CC1Cc2ccccc2N1S(=O)(=O)c1cccc(C(=O)OCC(=O)NCc2ccco2)c1 (stereo not given)
    6, 1.3, -1, -10, 0, 7, 1.7, 1.4, 1
CNC(=O)N(O)C1N(NC(=O)Nc2cccc3ccccc23)C(=S)SC1(C)C (stereo not given)
    7, 0.6, 2, -7, 1, 2, 2.8, 0.2, -3
O=C(O)c1ccccc1COc1ccccc1Cl
    4, 0.1, -1, 17, 4, 0, -2.1, 1.3, -5
CCOc1cccc(NC(=O)/C(C#N)=C\c2cccnc2)c1
    6, -0.4, -2, -6, -3, 0, 0.7, 1.0, 7

Continuation.
Value order: EP2 antag, zVAD death inh, Runt-CBFb FRET, EP2 modulator, Runt-SMMHC FRET, Hck-Nef inh, TNF necrop inh, PERK inh, RBBP9 inh
Cc1ccc(-c2[nH]nc3c2C(c2ccccc2OC(=O)N2CCOCC2)C(C#N)=C(N)O3)cc1 (stereo not given)
    ., 0.2, ., -17, 2, 2, -2.7, 1.4, -4
COc1ccc(N2C(=S)N=C(Nc3ccccc3)C23CCCCC3)cc1
    9, 2.5, ., 24, -2, 22, 0.6, 0.7, -2
COc1cc(NC(=O)CN2CCN(c3ccccc3F)CC2)c(C)cc1[N+](=O)[O-]
    9, 1.3, 0, -5, 2, 8, 1.4, 1.9, 1
C=CCN(C#N)c1nc(OC)nc(N2CCCC2)n1
    4, -0.4, 1, 14, 2, 0, -1.9, -0.8, -2
COc1ccc(OC)c(/C=C/C(=O)Nc2cccc(S(=O)(=O)N3CCCC3)c2)c1
    9, 2.0, -1, -31, 3, 24, 0.3, 0.1, -17
Cc1cc(OC(=O)c2ccc(S(=O)(=O)N3CCCCC3)cc2)c([N+](=O)[O-])c(=O)[nH]1
    2, 0.2, 1, 8, 1, 10, -0.4, 0.7, -1
CC1(OC(=O)CCc2ccccc2)C(=O)C=C2C=C(c3ccc(C#N)cc3)N(CCN3CCOCC3)C=C2C1=O (stereo not given)
    11, 0.0, 6, -8, 2, 19, 1.8, ., .
COC(=O)C1=C(C)N(CC(C)C)C(=O)/C1=C\c1cccs1
    10, 0.0, -1, 48, -5, 4, 0.6, -0.3, 0
COc1ccc(-c2c(C(F)(F)F)[nH]n3c(=O)cc(-c4ccccc4)nc23)cc1
    11, 1.5, 2, -23, 12, 32, -0.2, 0.8, -1
CNC(=S)N/N=C/c1ccco1
    10, -0.3, 2, 9, -1, 14, -1.8, -0.1, -3
S=C(Nc1ccc2nccnc2c1)N1CCCC1
    4, 2.0, 8, -2, -44, 29, 0.2, -0.4, -1
COc1ccc(N=Cc2c(O)c3ccccc3oc2=O)cc1
    5, -0.8, 1, 8, 1, 0, -9.3, 0.6, -5
O=C(Cc1ccsc1)Nc1ccc(S(=O)(=O)C(F)F)cc1
    1, 7.6, 0, -43, -2, -4, 5.3, 1.9, -3
CC(C)(C)n1nnnc1CN1CCC(NC(=O)NC2CCCCC2)CC1
    10&10, 0.6, 0, -11&-23, -3, 0, -1.2, -1.0, -3

Of the compounds above, these have a halogen.
Value order: EP2 antag, zVAD death inh, Runt-CBFb FRET, EP2 modulator, Runt-SMMHC FRET, Hck-Nef inh, TNF necrop inh, PERK inh, RBBP9 inh
O=[N+]([O-])c1ccc(N2CCN(S(=O)(=O)c3ccc(Cl)cc3)CC2)cc1NCc1cccnc1
    15, -0.5, -3, -5, -3, 1, -11, 1.7, -4
Cc1ccc(-c2nnc(-c3cccc(Br)c3)o2)cc1
    14, 4.7, -2, 0, -3, 2, 0.2, 0.5, 5
O=C(CCCCCNC(=O)c1ccccc1Cl)N/N=C/c1ccco1
    3, -0.2, -1, -30, 0, 18, -0.8, 0.4, -10
CCCc1nn(C)c(C(=O)Nc2cccc(Cl)c2)c1Cl
    4, 0.9, -3, -73, 0, -4, 0.5, 0.1, -7
CC(C)NC(=O)CN(C)S(=O)(=O)c1ccc(F)cc1
    13, 0.6, -1, 3, 5, 1, -0.9, 1.5, -7
Cn1c(SCC(=O)Nc2ccccc2F)nnc1-c1cc2ccccc2o1
    9, 1.7, 4, 11, -4, -11, -0.3, -0.4, -12
Nc1cc(Cl)ccc1C(=O)OCC(=O)N1CCOCC1
    2, 0.3, 2, -19, -2, 4, -1.1, 0.1, -2
Cc1ccc(S(=O)OCC(=O)Nc2cc(Cl)ccc2N2CCOCC2)cc1 (stereo not given)
    8, -0.6, -2, -10, 2, 24, -0.9, 0.8, -3
O=C(O)c1ccccc1COc1ccccc1Cl
    4, 0.1, -1, 17, 4, 0, -2.1, 1.3, -5
COc1cc(NC(=O)CN2CCN(c3ccccc3F)CC2)c(C)cc1[N+](=O)[O-]
    9, 1.3, 0, -5, 2, 8, 1.4, 1.9, 1
COc1ccc(-c2c(C(F)(F)F)[nH]n3c(=O)cc(-c4ccccc4)nc23)cc1
    11, 1.5, 2, -23, 12, 32, -0.2, 0.8, -1
O=C(Cc1ccsc1)Nc1ccc(S(=O)(=O)C(F)F)cc1
    1, 7.6, 0, -43, -2, -4, 5.3, 1.9, -3
